STAT3 act = activators of IL-6 induced STAT3 signaling; AID 871; U3A cells, IL-6 STAT3-luciferase reporter, luminescence; 100% = signal with IL-6 EC80 alone; 190,000 tested, 0.91% active; activation (% of control), % at 5.6 µM;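 active means activation above the screen-wide mean of compound activation plus 3 SD, cut at about 130% in these data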;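 further: 0% = background luminescence of wells with medium and substrate only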
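System – human U3A cells carrying STAT3-luciferase construct · Probe or stimulus – Interleukin-6, 33 ng/mL · Schedule – compound 1 h, then IL-6 6 h at 37 °C · Signal – luminescence from STAT3-driven luciferase reporter · Evaluation – percent of IL-6-only median luminescence · Benchmarks – IL-6-only high control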
G6PDH CS = counter-screen for G6PDH assay hits: L. mesenteroides G6PDH inhibition; AID 1020; 200,000 tested, 0.12% active; Purified L. mesenteroides G6PDH, diaphorase/resazurin coupled fluorescence, 45 min; inhibition, % at 5 µM; in the data active means inhibition above about 50%
Diaphorase act = activates diaphorase or chemically reduces, flagging diaphorase assay artifacts; Diaphorase/resazurin coupled assay, resorufin fluorescence, 16 min; hits give high values; 1 = vehicle wells, 0 = NADH-free wells; activation factor at 20 µM; 190,000 tested, 0.005% active;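 active means diaphorase activity raised at least twofold by the compound at 20 µM; inactive means activation factor below 2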
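Test system: Clostridium kluyveri diaphorase, purified enzyme. Buffer or medium: 50 mM HEPES pH 7.4 buffer plus MgCl2 and Tween 20. Also added: 0.114 mM NADH and 0.1 mM resazurin, final amounts. Dosing: compound 20 µM once, DMSO 1%. Schedule: 16 min enzyme reaction, ambient temperature. Detection: fluorescence of resorufin, 544 nm excitation, 590 nm emission.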
STAT3 inh = inhibitors of IL-6 induced STAT3 signaling; inhibition, % at 5.5 µM; U3A cells, IL-6 STAT3-luciferase reporter, luminescence; host cell line lacks STAT1; 190,000 tested, 0.89% active; AID 862;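 active means inhibition above the mean inhibition across all screened compounds plus 3 SD, cut at about 44% in these data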;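 further: 0% = DMSO only wells and 100% = 100 µM nifuroxazide control wells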
Hsp70 activator = transcriptional activators of Hsp70 | HeLa Hsp70 promoter luciferase reporter, luminescence; scaled: vehicle 0, proteasome-inhibitor control 100% | activation, % at 10 µM | 200,000 tested, 0.04% active | AID 1203;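 active means activation above the mean across all tested compounds plus 3 SD, cutoff set per campaign, cut at about 5.5% in these data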;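 further: 100% = MG132 at 30 µM as the positive control and 0% = DMSO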
TLR4-MyD88 BLA = blocks binding of human TLR4 to MyD88 | HeLa CL3-4 TLR4/MyD88 BLA complementation, FRET ratio | inhibition, % at 8.4 µM | 200,000 tested, 0.18% active; in the data active means inhibition above about 25%;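 further: 0% = vehicle and 100% = reference inhibitor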
Target sequence (O00206 whole entry, looked up): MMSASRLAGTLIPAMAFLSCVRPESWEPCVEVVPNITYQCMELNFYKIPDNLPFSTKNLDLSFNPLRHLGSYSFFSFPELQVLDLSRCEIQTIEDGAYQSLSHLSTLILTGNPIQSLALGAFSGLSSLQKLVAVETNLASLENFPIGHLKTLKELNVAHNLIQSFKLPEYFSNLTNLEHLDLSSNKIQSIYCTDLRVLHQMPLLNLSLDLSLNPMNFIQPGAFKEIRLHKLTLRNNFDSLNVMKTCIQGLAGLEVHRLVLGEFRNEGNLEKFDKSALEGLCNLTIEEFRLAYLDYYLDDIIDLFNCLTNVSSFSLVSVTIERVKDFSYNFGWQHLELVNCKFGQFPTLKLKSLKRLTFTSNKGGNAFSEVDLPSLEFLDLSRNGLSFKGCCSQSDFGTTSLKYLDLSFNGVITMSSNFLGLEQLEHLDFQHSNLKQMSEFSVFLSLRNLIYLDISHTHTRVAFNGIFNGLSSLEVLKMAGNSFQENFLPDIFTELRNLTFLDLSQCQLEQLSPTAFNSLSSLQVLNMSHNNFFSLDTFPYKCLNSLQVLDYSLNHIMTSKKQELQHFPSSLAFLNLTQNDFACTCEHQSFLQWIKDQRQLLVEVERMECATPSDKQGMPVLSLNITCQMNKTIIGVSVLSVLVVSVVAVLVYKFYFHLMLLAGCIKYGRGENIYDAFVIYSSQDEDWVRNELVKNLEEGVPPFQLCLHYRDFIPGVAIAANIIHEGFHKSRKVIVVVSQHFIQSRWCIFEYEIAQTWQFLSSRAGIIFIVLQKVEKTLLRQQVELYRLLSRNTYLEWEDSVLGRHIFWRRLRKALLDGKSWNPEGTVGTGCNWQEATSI
Target sequence (Q99836 whole entry, looked up): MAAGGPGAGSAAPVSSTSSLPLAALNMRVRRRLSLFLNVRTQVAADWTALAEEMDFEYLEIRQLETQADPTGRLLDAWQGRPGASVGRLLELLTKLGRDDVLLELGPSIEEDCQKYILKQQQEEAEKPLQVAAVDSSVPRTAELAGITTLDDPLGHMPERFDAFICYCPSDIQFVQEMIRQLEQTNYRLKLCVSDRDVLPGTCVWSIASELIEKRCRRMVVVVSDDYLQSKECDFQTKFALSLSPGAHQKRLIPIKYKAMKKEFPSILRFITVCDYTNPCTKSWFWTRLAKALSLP
STAT1 activator = activators of IFN-gamma induced STAT1 signaling. NIH 3T3 STAT1-luciferase reporter, luminescence; 100% = IFN-gamma alone, no compound. activation (% of control), % at 5.5 µM. 200,000 tested, 2.6% active. AID 932;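 active means activation above the screen-wide mean activation plus 3 SD, cut at about 130% in these data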;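 further: raw ratio to IFN-gamma control signal so 100% means no change and 0% no light; values of inactives mirror those of a sister screen read the other way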
APP 5UTR inh = APP translation inhibition; AID 1285; SH-SY5Y APP 5'UTR-luciferase reporter, luminescence; 190,000 tested, 0.82% active; inhibition, % at 2 µM;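 active means inhibition above a set limit, derived from the sample mean plus 3 SD, cut at about 45% in these data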; further: values of inactives mirror those of a sister screen read the other way
STAT1 blocker = inhibitors of IFN-gamma induced STAT1 signaling; 200,000 tested, 0.35% active; inhibition, % at 5.5 µM; NIH 3T3 STAT1-luciferase reporter, luminescence; AID 920;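 active means inhibition above a set limit, the mean inhibition across all tested compounds plus 3 SD, cut at about 34% in these data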;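 further: 0% = IFN-gamma with DMSO and 100% = IFN-gamma with 300 µM nifuroxazide; values of inactives mirror those of a sister screen read the other way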
Diaph inh CS = diaphorase inhibition or chemical oxidation counter-screen; diaphorase resazurin-to-resorufin fluorescence, NADH, 16 min; bacterial (C. kluyveri) enzyme, not human; inhibition, % at 20 µM; 190,000 tested, 0.69% active;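 active means primary screen inhibition at 20 µM above a set limit, cut at about 50% in these data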;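 further: plate controls were DMSO with full reaction for no effect and wells lacking NADH for full effect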
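System: Bacterial diaphorase enzyme (C. kluyveri) | Incubation: 16-min room-temperature incubation before reading | Benchmarks: No-NADH positive control and DMSO neutral control | Measured by: Resorufin fluorescence 544/590 nm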
Active calls of the source: *.

molecule	STAT3 act	G6PDH CS	Diaphorase act	STAT3 inh	Hsp70 activator	TLR4-MyD88 BLA	STAT1 activator	APP 5UTR inh	STAT1 blocker	Diaph inh CS
CC(=O)Nc1ccc(NS(=O)(=O)c2ccc3[nH]c(=O)[nH]c3c2)cc1	106.8	10.1	0.9	-6.9	0.1	-5.4	106.7	3.5	-8.8	9.2
Cc1cc(C(=O)N/N=C(\CCC(=O)O)c2cccs2)c2ccccc2n1	95.0	7.7	1	7.3	-0.4	-8.4	95.3	-13.1	3.5	0.9
Cc1ccc(C2(c3noc(CN(C)Cc4cccnc4)n3)CCCC2)cc1	105.5	10.3	1.1	-1.8	-0.6	-4.0	95.6	10.4	3.3	-5.9
COc1ccc(-c2nnn(CC(=O)c3ccc4c(c3)OCCO4)n2)cc1OC	92.1	1.3	0.7	13.2	-0.4	10.8	106.4	-2.4	-7.0	25.3
COc1cc(/C=C/C(=O)OCC(=O)N2CCN(S(=O)(=O)c3ccc(C)cc3C)CC2)ccc1O	90.2	-28.2	0.8	11.5	-0.2	-4.3	89.8	0.6	11.4	21.4
COC(=O)C1=C(CN2CCc3ccccc32)NC(=O)NC1c1cc(C)ccc1C (centres undefined)	112.5	7.4	0.9	-10.6	-0.4	-11.1	86.7	-1.6	14.6	12.5
CCCC(C)c1nnc(NC(=O)C(=O)OCC)s1 (centres undefined)	97.3	10.8	0.9	12.0	-0.1	-15.3	101.8	-1.3	-1.8	12.6
O=C(Nc1nncs1)c1cccc(S(=O)(=O)N2CCOCC2)c1	105.6	-1.0	1	0.6	-0.5	-2.8	101.6	-10.1	-1.7	3.8
CC(C)COc1ccc(-c2nn(-c3ccccc3)cc2C(=O)Nc2nccs2)cc1	97.4	7.3	0.8	7.6	-0.1	-10.2	99.9	-5.2	0.1	23.2
CS(=O)(=O)c1ccc(C(=O)OCC(=O)NC23CC4CC(CC(C4)C2)C3)cc1[N+](=O)[O-]	95.4	-15.1	0.9	6.4	-0.3	17.7	107.1	7.4	-7.9	6.5
CS(=O)(=O)N(CCc1ccccc1)CC(=O)NCc1ccccc1	103.8	-0.4	0.8	2.1	-0.4	0.1	101.0	-19.3	-3.3	16.7
NNC(=S)Nc1ccccc1Cl	95.0	0.3	0.9	10.2	0.5	6.5	114.6	-114.4	-17.6	14.3
CC(=O)Cc1nsc(NC(=O)c2ccc(-c3ccc(Cl)c(Cl)c3)o2)n1	103.3	1.2	0.9	3.9	-0.1	2.0	89.2	9.8	11.3	5.8
CCOC(=O)c1cc2c(=O)n3ccccc3nc2n(Cc2ccco2)c1=NC(=O)c1ccccc1OCC	89.4	5.7	0.6	21.4	-0.1	-16.0	90.8	-0.9	8.3	40.7
Cn1nc(C(=O)Nc2sccc2C(N)=O)ccc1=O	93.3	-3.2	0.7	15.4	-0.4	3.9	93.3	-3.3	7.5	30.4
NS(=O)(=O)c1cccc(NC(=O)CN2CCC(Cc3ccccc3)CC2)c1	102.8	0.6	0.9	1.6	-0.3	-4.4	98.1	9.7	1.9	10.0
CCOC(=O)c1ccc(S(=O)(=O)N2CCNCC2)cc1	108.7	2.7	1.1	-5.5	-0.1	0.3	99.3	-6.0	0.7	-12.8
CC(C)(O)C#CC#CCN1CCOCC1	108.0	17.2	1	0.9	-0.2	-3.4	100.1	-4.8	-0.1	4.9
Cc1cc(C)c(S(=O)(=O)NCC23C=CC(O2)C2C(=O)N(c4ccccc4)C(=O)C23)c(C)c1 (centres undefined)	128.0	-0.1	0.8	-26.9	-0.4	-4.7	92.1	1.0	8.7	19.7
O=C(Nc1nc(-c2cccs2)cs1)c1cc2ccccc2oc1=O	88.5	3.4	1	19.3	-0.4	-9.8	106.1	-1.7	-6.8	-2.0
Fc1ccc(-c2cn3cc(C(F)(F)F)cc(Cl)c3n2)cc1	174.3*	1.0	0.9	-74.8	0.0	-0.9	139.0*	-167.9	-43.4	11.8
CN(CCC#N)C(=O)COC(=O)c1ccccc1C(=O)c1ccc(Cl)c([N+](=O)[O-])c1	112.7	4.0	1	-13.6	-0.1	22.8	75.4	25.9	25.4	-2.8
COc1ccc(C(=O)Nc2ccc(Cl)cc2C(=O)NCCN2CCOCC2)cc1	88.3	8.9	1	17.1	-0.1	-14.2	100.7	0.5	-0.7	1.4
NNC(=O)COc1cccc(C(F)(F)F)c1	102.5	5.2	1.1	2.1	0.0	5.6	95.8	-14.6	6.1	-5.4
COc1ccc(OC)c(NC(=O)CNC(=O)Cn2c(C)cc3ccccc3c2=O)c1	95.5	5.1	0.9	10.7	-0.5	8.9	90.5	-9.2	10.5	7.3
S=C(NCCC1=CCCCC1)Nc1ccc(Cl)cc1	97.7	9.3	1.1	0.4	-0.3	-10.1	101.8	-35.5	0.5	-7.5
CC(NC(=O)c1cccs1)c1ccc2c(c1)OCO2 (centres undefined)	98.9	-1.9	0.9	3.9	-0.6	-9.8	91.0	-7.9	9.8	7.6
Fc1ccc(CSc2ccc3nnc(-c4ccccn4)n3n2)cc1	99.1	1.6	1.1	11.4	-0.1	-4.7	78.8	-6.8	21.6	-9.4
COc1cccc(C2=NN(C(=O)c3ccco3)C(O)(C(F)(F)F)C2)c1 (centres undefined)	113.0	3.6	0.9	-12.9	-0.1	-5.0	102.3	1.0	-4.5	12.5
O=C(N/N=C/c1coc2ccccc2c1=O)c1cn(-c2ccccc2)nc1-c1ccc(F)cc1	101.7	-16.8	1	-4.7	-0.3	-0.7	96.9	-5.6	5.6	4.3
COc1ccc(NC(=O)COc2nsnc2N2CCCCC2)cc1	94.9	-3.8	0.8	7.8	-0.3	6.4	92.3	-2.6	8.4	17.1
O=C(Cn1cnc2c(cnn2-c2ccccc2)c1=O)NC1CCCC1	99.3	7.1	0.9	5.7	-0.3	10.4	108.7	-23.7	-9.6	12.0
NS(=O)(=O)c1ccc(CCNC(=O)C2CCN(S(=O)(=O)c3ccc(Br)s3)CC2)cc1	94.4	-1.8	0.9	8.3	-0.1	2.2	95.2	3.8	4.0	7.6
Cc1ccc(SCc2[nH]nc3c2C2(C(=O)N(C)c4ccccc42)C(C#N)=C(N)O3)cc1 (centres undefined)	95.1	-5.2	0.9	13.0	-0.3	7.7	94.8	-8.4	5.7	6.0
COc1ccc(C(=O)NCCSc2ccccn2)cc1	91.0	-3.0	0.9	14.9	-0.2	3.2	152.9*	-242.2	-59.7	11.8
O=c1c2ccccc2nc(CSc2nnnn2-c2ccccc2)n1-c1ccccc1Cl	100.7	0.8	1.1	2.9	-0.2	9.9	100.3	2.8	3.4	-9.6
CCOc1cccc2sc(N(CCCN(C)C)C(=O)c3ccc(S(=O)(=O)N(C)c4ccccc4)cc3)nc12	103.1	1.9	1.1	-0.1	-0.2	-5.5	99.5	-19.5	-0.6	-5.1
Cc1occc1C(=O)NC(C)C(C)(C)C (centres undefined)	108.1	14.9	1	-6.5	-0.1	9.4	99.8	28.3	4.5	4.0
COc1cccc(Nc2c(F)c(F)c(F)c(F)c2C(=O)O)c1	108.1	16.2	1	-8.3	-0.2	-0.5	107.6	-14.0	-2.6	-4.3
CCOC(=O)c1cc2sc(C)cc2n1CC(=O)Nc1cccc(C)c1C	97.0	2.6	1.1	9.9	-0.3	-2.5	99.9	0.0	-1.0	-6.1
NC(=O)c1ccc(Oc2cccc3cccnc23)c([N+](=O)[O-])c1	117.7	17.9	0.9	-16.0	0.2	5.3	95.8	-14.6	1.7	12.1
COc1cccc(-c2c[nH]c(=O)[nH]c2=O)c1	100.9	10.6	0.8	2.4	-0.4	2.9	101.1	-5.4	-3.3	15.6
CCn1ncc([N+](=O)[O-])c1C(=O)Nc1cc(C)on1	104.4	1.4	0.8	-6.5	-0.1	16.9	94.7	10.3	6.0	16.7
Cc1c(C(=O)c2ccc(Cl)cc2Cl)cnc2cc3c(cc12)OCO3	85.9	3.7	0.8	19.9	-0.2	8.6	99.9	3.4	2.3	17.2
O=C(O)C1C2C=CC(C3CC23)C1C(=O)NCCc1ccccc1 (centres undefined)	105.1	-3.9	0.9	-4.7	0.2	3.8	96.7	-12.4	-7.2	12.1
N#Cc1cnn2c(-c3ccc(Cl)cc3Cl)ccnc12	100.8	15.0	0.7	9.5	-0.4	-1.1	96.2	-4.6	2.4	32.1
C=CCSc1nc2c(c(=O)[nH]c(=O)n2C)n1CC	101.0	1.7	0.9	-1.5	-0.4	-8.8	96.9	2.6	3.4	11.7
Cc1cc(C)cc(NC(=S)NCC2CCCO2)c1 (centres undefined)	94.7	3.8	0.8	10.3	0.4	0.0	90.4	-11.0	10.5	20.4
Cc1cc(C)nc(Nc2nc3ccccc3[nH]2)n1	116.8	-4.3	1.1	-15.9	-0.2	0.6	126.6	-5.0	-28.8	-12.1
CC1Cc2ccccc2N1C(=O)c1cc2sccc2n1Cc1ccc(F)cc1 (centres undefined)	103.1	6.8	0.9	-1.5	-0.2	-2.3	94.9	-2.9	1.7	13.1
O=C(N/N=C/c1ccncc1)c1ccc(NC(=O)c2cccc(Cl)c2)cc1	95.3	1.8	1.1	11.5	-0.1	-3.2	87.2	5.1	12.1	-5.0
Nc1c(C(=O)NCc2ccc3c(c2)OCO3)nnn1-c1ccc(OC(F)(F)F)cc1	91.5	15.3	0.9	7.5	-0.1	-1.6	96.5	-4.6	3.8	9.7
Cc1ccc(NCc2nnc(SCC(=O)NCCc3ccccc3)n2C)cc1	102.3	-4.6	0.9	1.5	-0.1	8.9	98.8	-9.2	1.3	11.4
CN1CCN(C(=O)C2C3C=CC(C3)C2C(=O)O)CC1 (centres undefined)	101.8	8.7	0.8	6.8	-0.3	-3.2	104.7	3.7	-5.1	18.2
COc1cc(/C=N/NC(=O)c2cc(-c3cccn3C)n[nH]2)cc(OC)c1OC	134.3*	-0.8	0.9	-31.8	-0.1	-6.0	99.1	11.2	1.0	14.2

Random excerpt: 2 entries already listed.
molecule	STAT3 act	G6PDH CS	Diaphorase act	STAT3 inh	Hsp70 activator	TLR4-MyD88 BLA	STAT1 activator	APP 5UTR inh	STAT1 blocker	Diaph inh CS
Cc1cc(C)nc(Nc2nc3ccccc3[nH]2)n1	116.8	-4.3	1.1	-15.9	-0.2	0.6	126.6	-5.0	-28.8	-12.1
CN1CCN(C(=O)C2C3C=CC(C3)C2C(=O)O)CC1 (centres undefined)	101.8	8.7	0.8	6.8	-0.3	-3.2	104.7	3.7	-5.1	18.2

Assay outcomes deposited in PubChem BioAssay by several laboratories.
